Assay outcomes from PubChem BioAssay.
DDE Tn6 FP inh: DD(E)-Tn6 binding inhibition, primary FP screen | 370,000 tested, 0.21% active | inhibition, % at 8.3 µM | AID 720509 | Fibrin DD(E) TRITC-Tn6 fluorescence polarization displacement;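 active = inhibition above a per-campaign cutoff: mean of compounds within control limits plus 3 SD, cut at about 15% in these data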;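 also: 0% = median of all compound wells on the plate and 100% = blocking peptide control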
Target sequence (P02675 whole entry, looked up): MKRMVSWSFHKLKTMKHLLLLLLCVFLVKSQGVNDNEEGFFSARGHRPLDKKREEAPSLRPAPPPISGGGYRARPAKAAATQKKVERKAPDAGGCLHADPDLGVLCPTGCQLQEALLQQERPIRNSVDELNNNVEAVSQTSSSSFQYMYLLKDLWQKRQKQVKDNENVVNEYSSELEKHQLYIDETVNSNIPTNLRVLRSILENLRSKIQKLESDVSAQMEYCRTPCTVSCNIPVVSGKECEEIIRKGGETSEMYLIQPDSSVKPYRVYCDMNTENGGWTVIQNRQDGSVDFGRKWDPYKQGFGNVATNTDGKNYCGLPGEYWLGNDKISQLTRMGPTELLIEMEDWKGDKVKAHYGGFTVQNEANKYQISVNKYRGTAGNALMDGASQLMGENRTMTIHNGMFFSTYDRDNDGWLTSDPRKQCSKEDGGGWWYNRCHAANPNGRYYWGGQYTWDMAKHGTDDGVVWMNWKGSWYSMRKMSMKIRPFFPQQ
KLK7 zymogen act: activators of human kallikrein-7 zymogen. AID 652039. purified proKLK7, EDANS-DABCYL substrate fluorescence; 100% is mature enzyme control, 0% vehicle. 370,000 tested, 0.9% active. activation, % at 7 µM;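 active = activation above the mean of all tested compounds plus 3 SD, computed per campaign excluding outliers beyond control limits, cut at about 13% in these data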
TDP2 inh: blocks human TDP2 phosphodiesterase activity. recombinant TDP2, T5PNP hydrolysis, p-nitrophenol absorbance 415 nm. inhibition, % at 12.8 µM. O95551. 370,000 tested, 0.34% active;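 active = inhibition above the mean of all tested compounds plus 3 SD, set per campaign, cut at about 25% in these data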;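 also: 0% = DMSO with enzyme and 100% = buffer with substrate but no TDP2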
Target sequence (O95551 whole entry, looked up): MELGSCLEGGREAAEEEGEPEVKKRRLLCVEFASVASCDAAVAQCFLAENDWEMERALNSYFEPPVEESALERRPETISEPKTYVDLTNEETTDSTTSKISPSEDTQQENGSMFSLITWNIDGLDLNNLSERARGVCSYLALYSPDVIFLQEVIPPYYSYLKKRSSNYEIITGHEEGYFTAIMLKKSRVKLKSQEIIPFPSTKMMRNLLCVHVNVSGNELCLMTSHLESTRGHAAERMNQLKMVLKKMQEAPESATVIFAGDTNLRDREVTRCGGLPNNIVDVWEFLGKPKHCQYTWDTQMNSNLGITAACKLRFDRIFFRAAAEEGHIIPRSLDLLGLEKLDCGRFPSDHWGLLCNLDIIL
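System – recombinant human TDP2 · Amount – 120 nM TDP2 per well · Buffer or medium – Mg2+-containing Tris-HCl buffer, pH 7.5 · Reagent – T5PNP substrate, 5 mM · Dosing – 12.8 µM single point, 1% DMSO · Incubation – 2 h at 37 °C · Measured by – epi absorbance · Read-out basis – percent inhibition · Benchmarks – high control without enzyme, low control DMSO plus TDP2 · Repeats – singlicate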
ADAM10 inh: inhibitors of human ADAM10; O14672; recombinant ADAM10, EDANS/DABCYL FRET peptide cleavage, 3 h; inhibition, % at 7 µM; 370,000 tested, 0.62% active;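 active = inhibition above a per-campaign cutoff equal to the mean of compounds falling between control-based bounds plus 3 SD, cut at about 20% in these data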;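 also: 0% = DMSO wells while the 100% control is not disclosed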
ASAP1 GAP inh: blocks human ASAP1-stimulated Arf1 GTP hydrolysis; Q9ULH1; GDP FP detection; inhibition, % at 16.5 µM; 360,000 tested, 0.19% active; in the data active = inhibition above about 25%;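 also: 0% = vehicle with enzyme and substrate and 100% = no enzyme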
ARFGAP1 inhibitor: rat ARFGAP1 inhibition; Arfgap1-stimulated ARF1 GTP hydrolysis, GDP FP detection; inhibition, % at 16.5 µM; 360,000 tested, 0.26% active; AID 651572;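 active = inhibition above a per-plate limit, mean inhibition of low control wells plus 3 SD, cut at about 25% in these data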;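 also: 0% = DMSO wells with enzyme and 100% = wells lacking Arfgap1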
Target sequence (Q62848 1-136 limits assumed): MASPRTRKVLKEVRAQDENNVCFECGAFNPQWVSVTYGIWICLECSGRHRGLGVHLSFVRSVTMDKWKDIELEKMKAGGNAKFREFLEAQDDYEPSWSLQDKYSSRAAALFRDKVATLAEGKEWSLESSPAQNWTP
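Material: rat Arfgap1 GAP domain (His6, aa 1-136), purified enzyme. Also added: human ARF1(Δ1-17)-GTP substrate. Compound dosing: 16.5 µM single point, 1.26% DMSO. Timing: enzyme reaction 120 min at 25 °C after 20 min preincubation. Signal: GDP detection by fluorescence polarization. Read-out basis: percent inhibition of GAP-stimulated GDP formation, scaled between DMSO and no-Arfgap1 medians.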
LEDGF integ inh: blocks HIV-1 LEDGF/p75-dependent DNA integration; TR-FRET IN-LEDGF/p75 DNA integration, Eu/Cy5; 370,000 tested, 0.64% active; AID 743269; inhibition, % at 3.7 µM;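 active = inhibition above the screen-wide mean plus 3 SD, cut at about 13% in these data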;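 also: signal is the Cy5 over europium emission ratio at 671 and 618 nm; 0% = plate median of compound wells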
Tn7 DDE FP: inhibitors of Tn7 peptide binding to human fibrin DD(E); P02675; FP displacement of FITC-Tn7 peptide from fibrin DD(E); 0% = median of compound wells per plate; inhibition, % at 8.3 µM; 370,000 tested, 0.13% active; AID 720508;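 active = inhibition above the mean of compounds falling within the control limits plus 3 SD of them, cut at about 14% in these data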;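 also: 0% = plate median of compound wells and 100% = 10 µM Aha-Tn7 peptide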
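system = human fibrin DD(E) protein | quantity = DD(E) 2 µM final | medium = Tris/NaCl/CaCl2 buffer, pH 7.8 | also added = labelled Tn7 tracer, 0.1 µM | compound dosing = single point at 8.3 µM | timing = compound with protein 10 min, then 3 h after probe, room temperature | signal = FP measurement | benchmarks = Aha-Tn7 high control | repeats = one replicate per compound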
PLC-gamma1 inh: blocks human PLC-gamma1 enzyme activity | P19174 | purified PLC-gamma1, fluorogenic substrate, fluorescence | inhibition, % at 12.2 µM | 370,000 tested, 0.84% active | AID 720700; in the data active = inhibition above about 9.5%
ADAM17 inh: inhibits human ADAM17; AID 720648; P78536; recombinant ADAM17, EDANS/DABCYL FRET peptide cleavage; inhibition, % at 6.95 µM; 370,000 tested, 0.83% active;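 active = inhibition above the mean of compounds lying between control limits plus 3 SD, set per campaign, cut at about 8.5% in these data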;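 also: 0% = DMSO-only wells as the low control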
Active calls of the source: *; / = not tested or not shown.

The opening 15 entries, ahead of the listing:
SMILES	DDE Tn6 FP inh	KLK7 zymogen act	TDP2 inh	ADAM10 inh	ASAP1 GAP inh	ARFGAP1 inhibitor	LEDGF integ inh	Tn7 DDE FP	PLC-gamma1 inh	ADAM17 inh
CCOc1ccc(S(=O)(=O)NNS(=O)(=O)c2ccc(C)cc2C)cc1	7	0.4	10	3	-2	-5	3	1	1	-1
CCCCNC(=O)c1nn2cc(Br)cnc2c1Br	-3	0.4	8	-8	5	2	-2	-2	-2	-2
FC(F)(F)c1cc(-c2cccs2)nc(N2CCOCC2)n1	4	-0.7	4	-7	4	4	-1	-10	-8	-2
Cc1cc(NC(=O)c2cc(-c3ccccn3)nc3ccc(Br)cc23)no1	6	-0.2	12	-6	10	-11	-3	3	-1	0
O=C(NCCN1CCCC1)c1ccc(Cn2c(=S)[nH]c3cc4c(cc3c2=O)OCO4)cc1	-10	-0.5	1	-5	-12	3	4	-2	-3	-7
Cc1cccc(OCc2ccc(C(=O)Nc3cc(C)on3)o2)c1	-10	1.1	2	6	-1	13	4	-2	2	2
CN(CC(=O)N(C)CC(=O)Nc1c(Cl)cccc1Cl)Cc1ccc(Br)s1	0	0.3	-5	1	-5	7	4	-6	0	-6
O=C(c1ccco1)N1CCCN(Cc2nc(-c3cccs3)no2)CC1	-2	-0.3	0	-1	9	5	-4	-1	1	-4
Cc1c(NC(=O)C2CCN(S(=O)(=O)c3ccccc3)CC2)c(=O)n(-c2ccccc2)n1C	-3	0.2	-7	2	21	11	-3	-3	-1	-3
COCCCNc1nc(N)c([N+](=O)[O-])c(NCc2ccccc2)n1	5	-0.5	-4	-1	7	14	-4	-1	10*	0
O=C1Nc2ccccc2C1(c1ccccc1)c1ccccc1	-12	0.4	-12	16	3	3	0	-7	4	7
CC(C)(C)c1csc(NC(=O)Cc2ccc(S(=O)(=O)N3CCOCC3)s2)n1	5	0.3	-3	0	3	7	1	3	-12	0
Cc1ccsc1C(=O)NC(C)c1ccccc1 (stereo unspecified)	1	-0.7	-4	4	3	0	0	-1	5	-1
NC(=O)c1ccc(C(=O)c2ccc([N+](=O)[O-])cc2)cc1	-5	0.2	1	4	-8	-6	0	2	0	0
Cn1cc(-c2ccccc2C(=O)O)c(=O)c2ccccc21	1	0.4	-12	-59	-8	3	-4	6	-2	-27

The whole of this part, repeating the preview:
SMILES	DDE Tn6 FP inh	KLK7 zymogen act	TDP2 inh	ADAM10 inh	ASAP1 GAP inh	ARFGAP1 inhibitor	LEDGF integ inh	Tn7 DDE FP	PLC-gamma1 inh	ADAM17 inh
CCOc1ccc(S(=O)(=O)NNS(=O)(=O)c2ccc(C)cc2C)cc1	7	0.4	10	3	-2	-5	3	1	1	-1
CCCCNC(=O)c1nn2cc(Br)cnc2c1Br	-3	0.4	8	-8	5	2	-2	-2	-2	-2
FC(F)(F)c1cc(-c2cccs2)nc(N2CCOCC2)n1	4	-0.7	4	-7	4	4	-1	-10	-8	-2
Cc1cc(NC(=O)c2cc(-c3ccccn3)nc3ccc(Br)cc23)no1	6	-0.2	12	-6	10	-11	-3	3	-1	0
O=C(NCCN1CCCC1)c1ccc(Cn2c(=S)[nH]c3cc4c(cc3c2=O)OCO4)cc1	-10	-0.5	1	-5	-12	3	4	-2	-3	-7
Cc1cccc(OCc2ccc(C(=O)Nc3cc(C)on3)o2)c1	-10	1.1	2	6	-1	13	4	-2	2	2
CN(CC(=O)N(C)CC(=O)Nc1c(Cl)cccc1Cl)Cc1ccc(Br)s1	0	0.3	-5	1	-5	7	4	-6	0	-6
O=C(c1ccco1)N1CCCN(Cc2nc(-c3cccs3)no2)CC1	-2	-0.3	0	-1	9	5	-4	-1	1	-4
Cc1c(NC(=O)C2CCN(S(=O)(=O)c3ccccc3)CC2)c(=O)n(-c2ccccc2)n1C	-3	0.2	-7	2	21	11	-3	-3	-1	-3
COCCCNc1nc(N)c([N+](=O)[O-])c(NCc2ccccc2)n1	5	-0.5	-4	-1	7	14	-4	-1	10*	0
O=C1Nc2ccccc2C1(c1ccccc1)c1ccccc1	-12	0.4	-12	16	3	3	0	-7	4	7
CC(C)(C)c1csc(NC(=O)Cc2ccc(S(=O)(=O)N3CCOCC3)s2)n1	5	0.3	-3	0	3	7	1	3	-12	0
Cc1ccsc1C(=O)NC(C)c1ccccc1 (stereo unspecified)	1	-0.7	-4	4	3	0	0	-1	5	-1
NC(=O)c1ccc(C(=O)c2ccc([N+](=O)[O-])cc2)cc1	-5	0.2	1	4	-8	-6	0	2	0	0
Cn1cc(-c2ccccc2C(=O)O)c(=O)c2ccccc21	1	0.4	-12	-59	-8	3	-4	6	-2	-27
O=C(c1cc(-c2cccc(O)c2)on1)N1CCOCC1	-1	-0.4	-14	6	7	-2	4	3	-3	3
COc1cccc(CC2(CO)CCCN(Cc3ccc4c(c3)OCCO4)C2)c1 (stereo unspecified)	1	0.5	-16	11	3	-12	5	-6	9	3
CCN(CC)C(=O)C1CCCN(C(=O)c2ccc3nc(-c4cccc(OC)c4)oc3c2)C1 (stereo unspecified)	3	-0.1	-10	-3	11	0	1	-5	-1	1
CCN1CCN(c2nc3ccccn3c(=O)c2/C=C(\C#N)S(=O)(=O)c2ccccc2)CC1	-2	7.3	-15	-116	2	-7	-2	0	-76	-46
Cc1nnc(N/N=C/c2ccccc2F)n1N	6	-0.2	50*	-3	-6	9	56*	-4	12*	-1
Cc1ccc(S(=O)(=O)N2CCCC2C(c2ccccc2O)c2cn(C)c3ccccc23)cc1 (stereo unspecified)	-3	-0.1	5	-4	/	/	-2	4	0	-4
NS(=O)(=O)c1ccc(NC(=O)CN2CCN(S(=O)(=O)/C=C/c3ccccc3)CC2)cc1	7	-0.2	-10	-4	30*	9	-2	-6	-1	-5
COCCSc1nnc(NC(=O)C2CCCCC2)s1	-4	0.0	6	3	3	7	2	-1	1	1
CCCN(CCC)S(=O)(=O)c1ccc(N2CCCC2=O)c([N+](=O)[O-])c1	-5	-0.1	7	-6	5	4	0	1	0	-1
CC(C)c1nc(N2CCOCC2)c(C#N)c2c1COC(C)(C)C2	6	0.0	-9	-277	-7	-2	0	10	-69	-83
SMILES	DDE Tn6 FP inh	KLK7 zymogen act	TDP2 inh	ADAM10 inh	ASAP1 GAP inh	ARFGAP1 inhibitor	LEDGF integ inh	Tn7 DDE FP	PLC-gamma1 inh	ADAM17 inh
Cc1cc2ncn(C(=O)c3ccc(F)cc3)c2cc1C	2	-1.0	-1	0	7	-6	-6	-3	-2	-3
COc1ccc(OC)c(C(=O)c2ccc(Cl)cc2)c1	4	-0.6	-3	7	-9	-7	2	6	-2	-3
NC(N)=NCC(O)CN(c1ccccc1)c1ccccc1 (stereo unspecified)	8	0.3	-13	3	4	10	-4	5	6	4
Cc1ccc2c(c1)CCCN2C(=O)c1ccoc1C	1	0.3	-7	-7	10	9	3	-7	-10	-3
COc1ccccc1C(NC(=O)C1CCN(CCOc2ccc3ccccc3c2)CC1)c1ccccn1 (stereo unspecified)	-4	-0.7	11	2	-2	-11	3	6	3	2
COc1ccc(-c2nc(CS(=O)(=O)CC(=O)NCc3ccccc3Br)c(C)o2)cc1	-3	0.3	-4	0	-6	-4	-1	-4	2	4
O=C(NC12CC3CC(CC(C3)C1)C2)c1ccc(N2CCNCC2)c([N+](=O)[O-])c1	-8	0.4	2	-2	-5	2	-3	1	2	-1
O=C(O)C1CCCN1C(=O)c1cccc(Cl)c1 (stereo unspecified)	-14	0.3	5	-1	-4	-5	4	-10	1	-3
CN1CCN(c2nc(-c3cccc([N+](=O)[O-])c3)nc3ccccc23)CC1	-5	0.0	-9	11	-2	1	-4	6	7	-1
CCCCCc1cc(OC)cc2c1C(=O)OC(C)(C)O2	2	0.2	1	-4	1	0	-3	5	-2	-1
CC(C)c1cccc(OCCN2CCCC2)c1	8	-0.5	-4	5	-6	-1	1	-1	-1	-1
O=C(CSc1ccc(Br)cc1)Nc1ccc(N2CCOCC2)cc1	-7	1.2	4	0	0	4	-1	7	-1	-2
Cc1ccc(-c2ccc(=O)n(CC(=O)N3CCN(c4cccc(C)c4)C(C)C3)n2)cc1 (stereo unspecified)	-6	-0.2	-18	3	11	-1	3	1	7	5
Cc1cccc(OC(C)C(=O)Nc2cc(Cl)ccc2-n2cncn2)c1 (stereo unspecified)	-2	-0.1	0	5	-6	1	1	6	1	2
CC1(C)CC(C(=O)Nc2ccccc2)C(=O)O1 (stereo unspecified)	6	-0.1	6	2	-1	-7	-4	4	-1	-7
O=C(Nc1ccccc1)c1nc[nH]c1C(=O)NCCCCCCNC(=O)c1[nH]cnc1C(=O)Nc1ccccc1	0	-0.8	3	-74	0	8	1	-6	2	4
N#Cc1c(-c2ccccc2)nc(N2CCOCC2)[nH]c1=O	1	-0.1	-19	5	-3	6	-1	1	-15	2
Cc1cc(C)n2c(Br)c(CSc3nc4ccccc4o3)nc2n1	3	0.7	14	-109	12	7	-2	1	-90	-37
COc1ccc(N(C(=O)CCl)C(C(=O)NCCc2ccccc2)c2cccs2)cc1Cl (stereo unspecified)	-2	0.0	4	-3	-1	-4	-2	-2	3	-2
COc1cccc(C(=O)NCC(=O)N/N=C/c2cccnc2)c1	-4	-0.3	2	-18	-10	-17	2	-1	-3	-9
Cc1ccc2c(c1)C1CS(=O)(=O)N(CCc3ccccc3)CN1C2 (stereo unspecified)	6	0.1	5	-3	/	/	-4	4	-9	-5
CC(C)Cn1cc(C(=O)N2CCOCC2)c2c3ccccc3n(C)c2c1=O	1	1.0	4	-424	3	-1	-2	2	-15	-135
Cc1ccccc1C(=O)NCC(=O)NNC(=O)c1cccc(Cl)c1	-3	0.1	-2	-2	-8	-4	1	-12	1	-4
Cc1c(C(=O)O)[nH]c2c1C(=O)CC(c1ccccc1)C2 (stereo unspecified)	-7	-0.4	5	3	1	13	2	-4	8	-1
CCOC(=O)C1CCCN(C(=O)c2cc(F)cc(F)c2)CC1 (stereo unspecified)	-3	-0.5	6	-5	19	3	-2	-5	-1	-4
O=C(CN1CCCCCC1)Nc1cccc(NC(=O)CN2CCCCCC2)c1	2	-0.1	-2	0	-3	6	-1	-3	2	2
